APE1 inh = inhibitors of human APE1 endonuclease; AID 2517; recombinant APE1, TAMRA/BHQ-2 abasic DNA cleavage fluorescence; actives 0.35% (n = 350,000); P27695; Potency, µM (top dose mostly 65.8 µM), for the others: top-dose activity change, negative = inhibition, hits mostly inhibitors;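 note: plate controls were vehicle for no effect and reference inhibitor for full effect; nearly all actives have a fitted effect of over 55% in size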
Target sequence (P27695 whole entry, looked up): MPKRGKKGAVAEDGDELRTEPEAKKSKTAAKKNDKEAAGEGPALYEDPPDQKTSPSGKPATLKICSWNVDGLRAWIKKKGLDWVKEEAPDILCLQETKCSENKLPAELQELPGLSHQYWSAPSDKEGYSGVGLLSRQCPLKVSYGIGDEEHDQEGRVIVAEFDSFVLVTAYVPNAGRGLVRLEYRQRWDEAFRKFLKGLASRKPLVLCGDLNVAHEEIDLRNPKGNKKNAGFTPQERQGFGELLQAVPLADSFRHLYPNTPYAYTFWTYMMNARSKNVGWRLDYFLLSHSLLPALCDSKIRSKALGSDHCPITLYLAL
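Substrate: short duplex with […] THF abasic site, 5'-TAMRA and 3'-BHQ-2, 50 nM final. APE1 at 0.75 nM, preincubated 15 min RT with compound. Fluorescence increase from first to third read measured activity.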
Anesthetic bind = binds horse apoferritin like a general anesthetic; P02791; apoferritin/1-aminoanthracene competitive binding, fluorescence; Potency, µM (series often up to 77.5 µM), without a hit: at the highest dose activity change, negative = displacement, hits mostly inhibitors; actives 0.074% (n = 350,000); note: nearly all actives have a fitted effect of over 20% in size
Target sequence (P02791 2-175 limits assumed): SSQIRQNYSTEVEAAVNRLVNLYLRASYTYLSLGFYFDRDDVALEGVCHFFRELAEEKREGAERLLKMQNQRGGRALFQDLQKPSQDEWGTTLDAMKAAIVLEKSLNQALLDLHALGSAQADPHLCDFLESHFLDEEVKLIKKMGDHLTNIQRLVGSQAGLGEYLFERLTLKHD
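Horse-spleen apoferritin (10 uM) was mixed with 50% saturated 1-aminoanthracene in PBS, exposed to compounds for 10 min at room temperature, and read for fluorescence (ex 380 nm, em 535 nm). Competitive displacement was fitted with a four-parameter Hill equation.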
BLM inh = blocks DNA unwinding by human BLM helicase; P54132; recombinant BLM DNA unwinding, fluorescence dequenching; Potency, µM (top dose mostly 56.1 µM), for the others: at the highest dose activity change, negative = inhibition, actives largely listed as inhibitors; actives 0.2% (n = 350,000); AID 2528;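 note: plate controls were vehicle for no effect and no enzyme for full effect; nearly all actives have a fitted effect of over 35% in size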
The depositor's hits bear a star; u = inconclusive; [ ] = another dose, or the depositor's remark. Calls come from the whole dose curve; as a rule, active = well fitted curve in the direction sought with a large enough effect; inconclusive = small, poorly fitted or top-dose-only effect, or another doubt; inactive = no such curve, though single readings can be large; an effect the other way counts as inactive or inconclusive. Unless noted, % is set by controls: 0 for no effect and ±100 for the full control effect; potency is the fitted concentration of half-maximal effect. These rows are one share of the data. The share of hits here may be higher or lower than overall.

#	Structure	APE1 inh	Anesthetic bind	BLM inh
1	COc1ccc(O[C@H]2C=C[C@@H](c3ccccc3)O[C@H]2COC(=O)CC/C(C)=N\OC[C@@H](O)COCc2ccco2)cc1	u	-6%[15.3 µM]	-12%[12.4 µM]
2	CCCn1c(-c2ccc(F)cc2)nc2c(NCC3CCN(C)CC3)nc(C)nc21	0%	-10%	-8%
3	C/C(CCN1CCCCc2nc(C)c(C)cc21)=N\O[C@@H](C)c1cn([C@@H]2COC[C@@H]2O)nn1	12%[12.4 µM]	-1%[15.3 µM]	4%[12.4 µM]
4	O=C1c2ccccc2C(=O)c2cc(S(=O)(=O)Nc3cccc4cccnc34)ccc21	1%	u	-3%
5	Cc1nc(N2CCOCC2)c2nc(-c3ccccc3)n(CCN3CCCCC3)c2n1	-6%	2%	-3%
6	C/C(CCN1CCCc2nc(C)c(C)cc21)=N\O[C@@H](C)CN1CCCCc2nc(C)c(C)cc21	9%[12.4 µM]	-14%[15.3 µM]	6%[12.4 µM]
7	O=C1C2Cc3c([nH]c4ccccc34)C(c3ccccc3)N2C(=O)C2Cc3c([nH]c4ccccc34)C(c3ccccc3)N12 (stereo not given)	13%[12.4 µM]	-7%[15.3 µM]	3%[12.4 µM]
8	CC(C)CC1OCCC=CC1C (stereo not given)	20%[12.4 µM]	1%[15.3 µM]	1%[12.4 µM]
9	COC(=O)[C@@]1(Cc2ccc(OC)cc2)[C@H]2c3cc(C(=O)N(C)C)n(Cc4ccccc4)c3C[C@H]2CN1C(=O)c1ccccc1	-6%	-14%	-8%
10	COC(=O)C1=C(C)N(Cc2ccccc2)[C@]23O[C@](C(=O)OC)(C(=O)N2C1c1ccccc1)C1CCOC(=O)C13 (stereo not given in full)	34%[activator][12.4 µM]	0%[15.3 µM]	2%[12.4 µM]
11	CO[C@H]1C[C@@H]2C[C@H](O)C[C@@H](CC(=O)O[C@@H](/C=C\CC(C)C)C[C@@H]3CC[C@H](C)[C@@H](C1)O3)O2	32%[activator][12.4 µM]	5%[15.3 µM]	3%[12.4 µM]
12	CCN(CC)CCCC(C)n1c(-c2ccccc2)nc2c(N3CCOCC3)nc(C)nc21 (stereo not given)	u	0%	-2%
13	C[C@H]1COC(=O)[C@H]2CCCN2C(=O)[C@@H](C)COC(=O)[C@H]2CCCN2C1=O	23%[12.4 µM]	10%[15.3 µM]	6%[12.4 µM]
14	CCOC(=O)[C@]1(C(NC(=O)OC)c2ccccc2)CCCC1=O (stereo not given in full)	-8%[12.4 µM]	3%[15.3 µM]	5%[12.4 µM]
15	CO[C@@H]1COC(=O)C/C=C\[C@H](C)COC(=O)[C@H](Cc2ccccc2)NC(=O)C/C=C\[C@H]1C	7%[12.4 µM]	0%[15.3 µM]	-1%[12.4 µM]
16	COc1ccc(OC2C(O)COC2/C=C/C#Cc2ccccc2)cc1 (stereo not given)	u	-15%[15.3 µM]	-3%[12.4 µM]
17	Cc1noc(C)c1-c1ccc2ncnc(NCc3ccc4c(c3)OCO4)c2c1	-8%	-13%	1%
18	Cc1nc(N2CCOCC2)c2nc(-c3ccccc3)n(CC(C)(C)CN(C)C)c2n1	8%	-9%	-13%
19	COc1ccc(O[C@H]2C=C[C@@H](c3ccccc3)O[C@H]2COC(=O)CC/C(C)=N\O[C@@H](C)CN2CCCc3nc(C)c(C)cc32)cc1	-12%[12.4 µM]	-8%[15.3 µM]	-1%[12.4 µM]
20	COC(=O)[C@@]1(Cc2ccc(OC)cc2)[C@H]2c3cc(C(=O)N4CCCC4)n(Cc4nc5ccccc5[nH]4)c3C[C@H]2CN1C(=O)c1ccccc1	-4%	-2%	-9%
21	COc1ccc(COC(=O)N/N=C2/C[C@@H](O)[C@@H](O)[C@@H]3[C@@H]4C(=O)N(c5cccc(Oc6ccccc6)c5)C(=O)[C@H]4CC[C@@H]23)cc1	u	-15%[15.3 µM]	2%[12.4 µM]
22	Cc1nc(N2CCOCC2)c2nc(-c3ccccc3)n(CCCN3CCOCC3)c2n1	-2%	-9%	-1%
23	CC(=O)c1ccc(OC2C=CC(c3ccc(Cl)cc3)OC2CO)cc1 (stereo not given)	-1%[12.4 µM]	-11%[15.3 µM]	-4%[12.4 µM]
24	C#CCCCO/N=C1/C[C@@H](O)[C@@H](O)[C@@H]2[C@@H]3C(=O)N(CC)C(=O)[C@H]3CC[C@@H]12	4%[12.4 µM]	-12%[15.3 µM]	-2%[12.4 µM]
25	CC(=O)OC[C@@H]1O[C@@H](O/N=C2/C[C@@H](O)[C@@H](O)[C@@H]3[C@@H]4C(=O)N(Cc5ccccc5)C(=O)[C@H]4CC[C@H]23)[C@H](OC(C)=O)[C@H](OC(C)=O)[C@@H]1OC(C)=O	14%[12.4 µM]	8%[15.3 µM]	3%[12.4 µM]

Quoted at random: two records from the list
#	Structure	APE1 inh	Anesthetic bind	BLM inh
4	O=C1c2ccccc2C(=O)c2cc(S(=O)(=O)Nc3cccc4cccnc34)ccc21	1%	u	-3%
18	Cc1nc(N2CCOCC2)c2nc(-c3ccccc3)n(CC(C)(C)CN(C)C)c2n1	8%	-9%	-13%

Part of the list above, with values ahead of the structure.
no.	APE1 inh	Anesthetic bind	BLM inh	Molecule
16	u	-15%[15.3 µM]	-3%[12.4 µM]	COc1ccc(OC2C(O)COC2/C=C/C#Cc2ccccc2)cc1 (stereo not given)
17	-8%	-13%	1%	Cc1noc(C)c1-c1ccc2ncnc(NCc3ccc4c(c3)OCO4)c2c1
18	8%	-9%	-13%	Cc1nc(N2CCOCC2)c2nc(-c3ccccc3)n(CC(C)(C)CN(C)C)c2n1
19	-12%[12.4 µM]	-8%[15.3 µM]	-1%[12.4 µM]	COc1ccc(O[C@H]2C=C[C@@H](c3ccccc3)O[C@H]2COC(=O)CC/C(C)=N\O[C@@H](C)CN2CCCc3nc(C)c(C)cc32)cc1
20	-4%	-2%	-9%	COC(=O)[C@@]1(Cc2ccc(OC)cc2)[C@H]2c3cc(C(=O)N4CCCC4)n(Cc4nc5ccccc5[nH]4)c3C[C@H]2CN1C(=O)c1ccccc1
21	u	-15%[15.3 µM]	2%[12.4 µM]	COc1ccc(COC(=O)N/N=C2/C[C@@H](O)[C@@H](O)[C@@H]3[C@@H]4C(=O)N(c5cccc(Oc6ccccc6)c5)C(=O)[C@H]4CC[C@@H]23)cc1
22	-2%	-9%	-1%	Cc1nc(N2CCOCC2)c2nc(-c3ccccc3)n(CCCN3CCOCC3)c2n1
23	-1%[12.4 µM]	-11%[15.3 µM]	-4%[12.4 µM]	CC(=O)c1ccc(OC2C=CC(c3ccc(Cl)cc3)OC2CO)cc1 (stereo not given)
24	4%[12.4 µM]	-12%[15.3 µM]	-2%[12.4 µM]	C#CCCCO/N=C1/C[C@@H](O)[C@@H](O)[C@@H]2[C@@H]3C(=O)N(CC)C(=O)[C@H]3CC[C@@H]12
25	14%[12.4 µM]	8%[15.3 µM]	3%[12.4 µM]	CC(=O)OC[C@@H]1O[C@@H](O/N=C2/C[C@@H](O)[C@@H](O)[C@@H]3[C@@H]4C(=O)N(Cc5ccccc5)C(=O)[C@H]4CC[C@H]23)[C@H](OC(C)=O)[C@H](OC(C)=O)[C@@H]1OC(C)=O

(continued)
#	Structure	APE1 inh	Anesthetic bind	BLM inh
26	COC(=O)c1ccc(C(NC(=O)OCc2ccccc2)/C(=C/[C@@H](C)C(=O)NCc2ccc(OC)c(OC)c2)c2cccnc2)cc1 (stereo not given in full)	-3%	-16%	1%
27	C[C@@H](C(=O)N[C@@H](CO)Cc1ccccc1)[C@@H]1C[C@@]1(C)[C@@H](NC(=O)OCc1ccccc1)c1ccccc1	-4%	u	-4%
28	COC(=O)C(C(=O)OC)[C@@H]1CCCC(=O)C1	36%[activator][12.4 µM]	-5%[15.3 µM]	-7%[12.4 µM]
29	CO[C@H]1COC(=O)C/C=C\[C@H](C)[C@@H](OC)COC(=O)[C@@H](C)NC(=O)C/C=C\[C@@H]1C	2%[12.4 µM]	-10%[15.3 µM]	-1%[12.4 µM]
30	CCCC/C=C/C(NC(=O)Oc1cccc(C(F)(F)F)c1)c1ccccc1 (stereo not given)	-3%	6%	-6%
31	CC[C@H](C)[C@H](NC(=O)[C@H](Cc1ccc(O)cc1)NC(=O)[C@@H](NC(=O)[C@H](CCCN=C(N)N)NC(=O)[C@@H](N)CC(=O)O)C(C)C)C(=O)N[C@@H](Cc1cnc[nH]1)C(=O)N1CCC[C@H]1C(=O)N[C@@H](Cc1ccccc1)C(=O)O	13%	-2%	-2%
32	CCC/C=C(\CCC)C(NS(=O)(=O)c1ccc(Cl)cc1)c1ccccc1 (stereo not given)	-7%	18%	-12%
33	C#CCC(C(=O)OC)(C(=O)OC)C(C[N+](=O)[O-])c1ccccc1 (stereo not given)	2%[12.4 µM]	-3%[15.3 µM]	0%[12.4 µM]
34	Nc1ccccc1C(=O)/C=C\c1ccc2c(c1)OCO2	-7%[12.4 µM]	-9%[15.3 µM]	-5%[12.4 µM]
35	CCN1C(C)=C(C(=O)OC)C(c2ccccc2)N2C(=O)[C@@]3(C(=O)OC)O[C@@]12C1C(=O)CCCC13 (stereo not given in full)	-10%[12.4 µM]	6%[15.3 µM]	1%[12.4 µM]
36	COc1ccccc1C1=Nn2c(nnc2-c2ccccc2OC)SC1	-1%	-9%	-1%
37	COCCNc1nc(C)nc2c1nc(-c1ccccc1)n2C1CCN(Cc2ccccc2)C1 (stereo not given)	-6%	-2%	1%
38	CCCCNc1nc(C)nc2c1nc(-c1ccccc1)n2CCN(C)C	u	-8%	-3%
39	CCC1=C2CC[C@H]3C(=O)N(C)C(=O)[C@H]3[C@H]2[C@@]2(Cc3ccccc3)C(=NCCc3c[nH]c4ccccc34)OC(=O)N2C1=O	-7%	-18%	0%
40	CCCC[C@@H]1C[C@H]1C(NC(=O)c1ccccc1)c1ccc(C(=O)OC)cc1 (stereo not given in full)	-9%	-16%	2%
41	COC(=O)C/C=C/C(C)C(OC)c1ccccc1Br (stereo not given)	u	-4%[15.3 µM]	-2%[12.4 µM]
42	CCC1=C2CC[C@H]3C(=O)N(CC(=O)OC)C(=O)[C@H]3[C@H]2[C@@]2(Cc3ccccc3)C(=NCCc3c[nH]c4ccccc34)OC(=O)N2C1=O	-7%	-11%	-4%
43	Cc1nc(NC2CCCCC2)c2nc(-c3ccccc3)n(CCCN3CCCCC3C)c2n1 (stereo not given)	0%	0%	-8%
44	COc1ccc(C2=Nn3c(nnc3-c3ccccc3O)SC2)cc1OC	-2%	-17%	-11%
45	CC(=O)OC[C@@H]1O[C@H](C/C=N\OCC[C@H]2C=C[C@H](OC(C)=O)[C@@H](COC(C)=O)O2)C=C[C@@H]1OC(C)=O	u	-10%[15.3 µM]	-3%[12.4 µM]
46	C[C@H]1C2=C3C(CC[C@H]4C(OCc5ccc(F)cc5C(F)(F)F)OC[C@](C)([C@@H]34)N(C(=O)OC(C)(C)C)C2)C2COC(=O)OCC21 (stereo not given in full)	-6%	-21%	-6%
47	COC(OC)[C@@H](C)[C@H](OC)[C@@H](C)[C@H](OC)c1ccccc1	21%[12.4 µM]	10%[15.3 µM]	-7%[12.4 µM]
48	O=C1/C(=C/c2ccccc2)Oc2ccccc21	u	-2%[15.3 µM]	-8%[12.4 µM]
49	COc1ccc(-c2nnc3n2N=C(c2ccccc2OC)CS3)c(OC)c1	7%	-21%	5%
50	CCOC(=O)OCC1OC(C#Cc2ccc(Br)cc2)C=CC1OC(=O)OCC (stereo not given)	u	-20%[15.3 µM]	-7%[12.4 µM]

(listing goes on)
#	Structure	APE1 inh	Anesthetic bind	BLM inh
51	CCCC[C@@H]1C[C@H]1C(NC(=O)c1cccs1)c1ccc(Cl)cc1 (stereo not given in full)	u	-23%	-14%
52	CC(=O)N1CC=CC1(CC(C)C)C(=O)O (stereo not given)	6%	5%	1%
53	CO/N=C(/C)CCC(=O)OC[C@@H]1O[C@H](c2ccccc2)C=C[C@@H]1Oc1ccc(OC)cc1	21%[12.4 µM]	-12%[15.3 µM]	0%[12.4 µM]
54	COc1ccc(O[C@H]2C=C[C@@H](c3ccccc3)O[C@H]2COC(=O)CC/C(C)=N\O[C@@H](C)CN2CCCCc3nc(C)c(C)cc32)cc1	15%[12.4 µM]	-7%[15.3 µM]	-7%[12.4 µM]
55	Cc1nc(NCc2ccccc2)c2nc(-c3ccccc3)n(CCCN3CCOCC3)c2n1	-2%	-17%	-1%
56	CCN(CC)CCCn1c(-c2ccccc2)nc2c(NCc3ccccc3)nc(C)nc21	4%	8%	-6%
57	COCC#Cc1ccc(C2NC(C(=O)O)CCC2C)cc1 (stereo not given)	20%[12.4 µM]	-5%[15.3 µM]	4%[12.4 µM]
58	CO[C@H]1COC(=O)C/C=C\[C@H](C)[C@@H](NS(=O)(=O)c2ccc(C)cc2)COC(=O)CCC[C@@H]1C	u	-4%[15.3 µM]	-2%[12.4 µM]
